Source: PubChem BioAssay
GPR7 antag: GPR7 receptor antagonists, primary screen, cell-based, fluorescence, single concentration | Neuropeptides B/W receptor type 1 (Homo sapiens), P48145 | GPR7-expressing cells, fluorescence antagonist assay | inhibition, % at 4.4 µM | hit rate 1.1% among 290,000 | AID 1861, 2009; in the data active = inhibition above about 16%, passing the limit was not always enough;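 also: cells stimulated with the agonist NPW; 0% = agonist with vehicle and 100% = vehicle without agonist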
PHOSPHO1 inh: PubChem AID 1565; Phosphoethanolamine/phosphocholine phosphatase (Homo sapiens), Q8TCT1; recombinant PHOSPHO1, absorbance phosphatase assay; inhibition, % at 13.3 µM; hit rate 1.1% among 290,000; in the data active = inhibition above about 60%
MEKK2mut PB1 HTS: MEK5 binding signal on mutant MEKK2 PB1, primary screen, biochemical, multiplex bead flow cytometry, Alexa488-MEK5. percent response, % at 10 µM. Alexa488-MEK5 binding to MEKK2 mutant. hit rate 0.35% among 290,000; in the data active = percent response above about 24%, passing the limit was not always enough; also: inactives centre near 1; some results filed as inactive read as strong as hits; reference of the scale not given here
MEKK3 PB1 HTS: modulators of MEKK3-MEK5 PB1 binding, primary screen, biochemical, wildtype MEKK3, multiplex bead flow cytometry, Alexa488-MEK5. Mitogen-activated protein kinase kinase kinase 3 (Homo sapiens), Q99759. bead-based flow cytometry, Alexa488-MEK5 binding to MEKK3; actives lie on both sides; 0 = blocked by unlabeled MEK5, 100 = vehicle. binding response (% of control), % at 10 µM. hit rate 1.4% among 290,000. AID 1529, 2009;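 active = binding response more than 3 SD above or below the average of its plate-row segment, actives on both sides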;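 also: Alexa488 bead fluorescence after subtracting the streptavidin-only scavenger bead signal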
Target sequence (Q99759 whole entry, looked up): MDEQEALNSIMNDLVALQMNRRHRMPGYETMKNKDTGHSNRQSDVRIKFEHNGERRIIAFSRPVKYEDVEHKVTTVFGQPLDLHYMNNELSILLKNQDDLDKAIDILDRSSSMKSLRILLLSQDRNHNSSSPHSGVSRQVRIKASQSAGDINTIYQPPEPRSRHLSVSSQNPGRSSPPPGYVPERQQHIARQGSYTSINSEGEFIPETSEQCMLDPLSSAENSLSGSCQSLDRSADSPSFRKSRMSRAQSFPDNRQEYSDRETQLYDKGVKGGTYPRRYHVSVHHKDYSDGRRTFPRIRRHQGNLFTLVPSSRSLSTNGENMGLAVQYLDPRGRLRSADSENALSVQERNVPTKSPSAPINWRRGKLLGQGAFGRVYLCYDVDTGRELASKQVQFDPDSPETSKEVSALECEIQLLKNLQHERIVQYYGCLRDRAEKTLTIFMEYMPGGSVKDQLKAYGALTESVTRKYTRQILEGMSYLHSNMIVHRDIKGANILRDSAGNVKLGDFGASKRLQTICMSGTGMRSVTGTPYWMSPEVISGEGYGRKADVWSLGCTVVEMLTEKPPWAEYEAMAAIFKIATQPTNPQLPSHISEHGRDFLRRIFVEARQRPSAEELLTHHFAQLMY
OXTR agonist: human OXTR agonists, primary screen, fluorescence, CHO-OTR cells, Fluo-8 calcium | Oxytocin receptor (Homo sapiens), P30559 | Fluo-8 calcium fluorescence; normalized: DMSO 0%, oxytocin 100% | activation, % at 3 µM | hit rate 0.32% among 320,000;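 active = activation above the mean of all tested compounds plus 3 SD, cutoff set per screening run, cut at about 20% in these data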;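 also: peak over basal fluorescence ratio from a 100 s FLIPR kinetic read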
Target sequence (P30559 whole entry, looked up): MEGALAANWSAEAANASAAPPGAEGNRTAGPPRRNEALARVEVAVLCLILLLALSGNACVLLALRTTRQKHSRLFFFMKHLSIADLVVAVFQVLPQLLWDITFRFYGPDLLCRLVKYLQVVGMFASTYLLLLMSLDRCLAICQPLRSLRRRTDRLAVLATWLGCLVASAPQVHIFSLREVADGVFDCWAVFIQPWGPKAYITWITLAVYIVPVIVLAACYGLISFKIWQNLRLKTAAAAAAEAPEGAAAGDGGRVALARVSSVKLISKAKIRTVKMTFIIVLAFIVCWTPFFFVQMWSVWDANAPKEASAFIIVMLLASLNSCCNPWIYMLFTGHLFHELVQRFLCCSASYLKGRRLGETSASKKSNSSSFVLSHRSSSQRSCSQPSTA
NALP1 yeast inh: NALP1 inflammasome inhibitors in reconstituted yeast, colorimetric, S. cerevisiae, triplicate retest | S. cerevisiae NALP1/ASC/caspase-1 growth, X-gal OD620, 72 h | AID 2071, 2009 | inhibition, % at 10 µM | hit rate 0.61% among 280,000; in the data active = inhibition mostly above about 24%, no sharp cut-off; inactive = mostly below about 32%; also: some compounds called inactive have numbers as strong as hits
MEKK2wt PB1 HTS: modulators of MEK5 binding to wildtype MEKK2, primary screen, biochemical, multiplex bead flow cytometry, Alexa488-MEK5; Alexa488-MEK5 binding to MEKK2 WT; actives lie on both sides; AID 1531, 2009; Mitogen-activated protein kinase kinase kinase 2 (Homo sapiens), Q9Y2U5; binding response (% of control), % at 10 µM; hit rate 1.1% among 290,000; in the data active = binding response below about 67% or above about 130%
DNA FID counter: compounds displacing fluorescent DNA intercalator, primary screen, artefact control for HCV NS3 helicase inhibitor project, biochemical, FID fluorescence. DNA fluorescent intercalator displacement. inhibition, % at 7.9 µM. hit rate 0.17% among 290,000. AID 1845, 2009; in the data active = inhibition above about 37%;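 also: 0% = vehicle and 100% = reference compound; higher means more ethidium bromide displaced from hairpin DNA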
M18AAP inhibitor: PfM18AAP inhibitors, malaria aminopeptidase, primary screen, biochemical, QFRET, recombinant enzyme | hit rate 1.2% among 290,000 | H-Glu-NHMec fluorogenic cleavage | inhibition, % at 7.35 µM;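 active = inhibition above the campaign mean inhibition over all tested compounds plus 3 SD, cut at about 28% in these data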;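 also: 0% = plate median of test compound wells and 100% = 2 mM ZnCl2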
Starred values were filed as active, the others as inactive; nt = not tested or not shown.

1	COc1ccc(N2CCN(C(=O)CCC(=O)N3CCOc4ccc(Cl)cc43)CC2)cc1
2	O=C(c1sccc1-c1ccccc1)N1CCN(S(=O)(=O)c2ccccc2)CC1
3	CCCCCCSc1nc2c(c(=O)[nH]c(=O)n2C)n1C
4	COC(=O)c1cc2sc(Cl)cc2n1CC(=O)Nc1cccc(SC)c1
5	CC(C)(C)c1cc(Cc2ccccc2)[nH]n1
6	CC1CC(C)CN(S(=O)(=O)c2cccc3nsnc23)C1 (configuration not stated)

assay / compound,1,2,3,4,5,6
GPR7 antag,11,19,-4,-3,-1,-6
PHOSPHO1 inh,12,13,-13,15,-13,29
MEKK2mut PB1 HTS,1,6,0,11,0,-3
MEKK3 PB1 HTS,97,99,99,119,96,99
OXTR agonist,3.8,0.6,-1.2,2.2,-1.1,-0.6
NALP1 yeast inh,4,9,-4,24,4,3
MEKK2wt PB1 HTS,97,104,100,114,96,96
DNA FID counter,-42,-31,-4,-8,-14,-18
M18AAP inhibitor,9,-2,4,3,2,3

7	O=S(=O)(c1ccccc1)N1CN(Cc2ccc(F)cc2)c2nc3ccccc3nc21
8	Cc1ccc(NC(=O)Nc2cccc(C)n2)cc1
9	CCOC(=O)C1=C(CSc2nc(CC)c(C)cc2C#N)OC(N)=C(C#N)C1c1ccc(OC)cc1 (configuration not stated)
10	CC1SCC(=O)N(CC(=O)Nc2ccc3c(c2)OCCO3)C1=O (configuration not stated)
11	COC(=O)C1(S(=O)(=O)c2ccc(C)cc2)CCOCC1
12	CC(=O)C1=C(C)NC(=O)NC1/C=C/c1ccccc1 (configuration not stated)

assay / compound,7,8,9,10,11,12
GPR7 antag,-10,-8,-7,2,4,0
PHOSPHO1 inh,4,20,-35,21,30,4
MEKK2mut PB1 HTS,-19,3,-5,nt,2,nt
MEKK3 PB1 HTS,85,101,98,nt,100,nt
OXTR agonist,0.0,-2.3,5.1,0.3,0.1,1.1
NALP1 yeast inh,-12,7,9,-15,16,1
MEKK2wt PB1 HTS,84,101,89,nt,101,nt
DNA FID counter,-10,-23,-18,3,3,-2
M18AAP inhibitor,2,7,13,-7,-2,-1

13	CCOc1ccc(NC(=O)CCN2C(=O)c3ccccc3C2=O)cc1
14	C[C@H](NC(=O)[C@@H]1CSC2c3ccccc3C(=O)N21)C(=O)NC1CCCCC1 (some centres not stated)
15	COc1ccc2c3c([nH]c2c1)C(C)N(C(C)=O)CC3 (configuration not stated)
16	CC1(C)c2ssc(=S)c2-c2ccccc2N1C(=O)c1ccco1
17	COCCN(C(=O)COC(=O)/C=C/c1ccc2ccccc2n1)c1c(N)n(Cc2ccccc2)c(=O)[nH]c1=O
18	CCn1c(C)c(CCC(=O)O)c(=O)n2nc(-c3ccccc3OC)cc12

assay / compound,13,14,15,16,17,18
GPR7 antag,-17,0,-3,-9,-1,-6
PHOSPHO1 inh,19,38,6,29,nt,-7
MEKK2mut PB1 HTS,8,-1,1,0,3,3
MEKK3 PB1 HTS,102,102,94,104,103,98
OXTR agonist,-2.6,-1.0,-0.4,-0.6,-0.9,-0.9
NALP1 yeast inh,7,24,3,2,10,11
MEKK2wt PB1 HTS,106,98,97,100,107,105
DNA FID counter,-11,-25,-5,-3,-55,-13
M18AAP inhibitor,-2,-2,5,0,7,-14

19	Cc1cc(C)c(C(=O)/C=C/c2cccs2)c(=O)[nH]1
20	CCOC(=O)CC1C(=O)NCCN1C(=O)Nc1ccccc1 (configuration not stated)
21	COc1cc(C(=O)NCCSc2ccc(F)cc2)cc(OC)c1OC
22	N/C(=N\OC(=O)C1CCCCC1)c1ccc(Br)cc1
23	COc1ccc(NC(=O)CC2C(=O)OCC3CCCCN32)cc1Cl (configuration not stated)
24	COCCCNC(=O)CCn1c(=O)c2ccccc2n(CC(=O)Nc2ccccc2C)c1=O

assay / compound,19,20,21,22,23,24
GPR7 antag,-14,-15,-13,-10,0,-12
PHOSPHO1 inh,-12,7,18,55,-4,-14
MEKK2mut PB1 HTS,-9,7,9,-3,11,6
MEKK3 PB1 HTS,101,114,105,102,108,104
OXTR agonist,1.8,0.8,-0.4,0.4,0.4,-0.4
NALP1 yeast inh,5,-2,1,24,22,14
MEKK2wt PB1 HTS,88,112,110,97,104,100
DNA FID counter,-4,0,-22,-2,0,-4
M18AAP inhibitor,5,-2,-1,-3,8,10

25	CCOC(=O)C1=NN(c2ccc(OC)cc2)C(c2ccccc2)CC1=O (configuration not stated)
26	CCCn1c(N)c(C(c2ccc(C(=O)OC)cc2)N2CCN(c3ccccc3)CC2)c(=O)[nH]c1=O (configuration not stated)
27	CCCCC1=CC2=CC(=O)C(C)(OC(=O)CC)C(=O)C2=CN1Cc1ccccc1 (configuration not stated)
28	O=C(O)COc1ccc(/C=N/NC(=O)C(O)(c2ccccc2)c2ccccc2)cc1
29	COc1cc(OC)cc(C(=O)c2c(C)c(C#N)c3ccccn23)c1
30	CCCOc1ccc(CC(=O)NCCc2ccccc2)cc1OC

assay / compound,25,26,27,28,29,30
GPR7 antag,-3,-1,nt,-6,-11,-11
PHOSPHO1 inh,-10,23,26,15,36,3
MEKK2mut PB1 HTS,3,-2,-5,12,2,5
MEKK3 PB1 HTS,114,99,95,110,100,103
OXTR agonist,-1.7,-0.3,-0.2,-1.2,nt,-0.9
NALP1 yeast inh,-3,5,-20,9,13,1
MEKK2wt PB1 HTS,103,94,95,110,100,99
DNA FID counter,-27,-3,nt,-18,-7,-21
M18AAP inhibitor,4,-3,nt,4,-2,-18

31	CCOC(=O)c1nn(-c2ccc(Cl)cc2)c(=O)c(C#N)c1C
32	C#CCOc1c(Br)cc(/C=N/O)cc1OCC
33	CCOC(=O)c1[nH]c2ccc(OC)cc2c1NC(=O)CN1CCSCC1
34	CC(=O)Oc1c(-c2ccc(Br)o2)oc2ccccc2c1=O
35	O=C(CCc1ccccc1)N1CCN(Cc2ccc(F)cc2Cl)CC1
36	Cc1c(C#N)c(N)nc(Cl)c1C#N

assay / compound,31,32,33,34,35,36
GPR7 antag,-12,-23,-5,9,5,-2
PHOSPHO1 inh,8,13,14,30,24,-16
MEKK2mut PB1 HTS,2,4,2,13,16,-4
MEKK3 PB1 HTS,106,103,98,109,104,104
OXTR agonist,-1.5,-2.4,-0.3,-1.1,0.2,1.0
NALP1 yeast inh,9,50,6,-8,-4,22
MEKK2wt PB1 HTS,103,103,99,108,111,98
DNA FID counter,-5,-8,-22,-11,-36,2
M18AAP inhibitor,-4,-5,-2,6,-8,-5

37	Cc1ccc(S(=O)(=O)Nc2cc(=O)[nH]c(SCC(=O)Nc3cccc(C)c3)n2)cc1
38	CC(C)(C)N1CC(C(=O)Nc2ccc(S(N)(=O)=O)cc2)CC1=O (configuration not stated)
39	CCOC(=O)c1[nH]c2ccc(Br)cc2c1NC(=O)CNC
40	Cc1ccc(C)c(N2CCN(C(=O)C3CCCN(c4ncnc5c4nc4n5CCCCC4)C3)CC2)c1 (configuration not stated)
41	Cc1cc(C(=O)N/N=C/c2ccccn2)c2ccccc2n1
42	O=C(OCC(=O)c1ccc[nH]1)c1ccc(S(=O)(=O)N2CCCCCC2)cc1

assay / compound,37,38,39,40,41,42
GPR7 antag,-14,7,6,-8,-3,6
PHOSPHO1 inh,58,3,-23,12,32,16
MEKK2mut PB1 HTS,-2,5,-2,-8,4,18
MEKK3 PB1 HTS,101,97,86,95,103,100
OXTR agonist,1.2,0.3,-0.5,11,0.8,0.3
NALP1 yeast inh,nt,6,8,7,7,1
MEKK2wt PB1 HTS,100,93,88,93,97,100
DNA FID counter,-15,-4,-3,-65,-3,-24
M18AAP inhibitor,0,4,5,2,-7,3

43	S=c1[nH]nc(CN2CCCCC2)n1Cc1ccccc1
44	O=C(Cc1cccc2ccccc12)N1CCN(c2ncccn2)CC1
45	COC(=O)c1ccc(OCC(=O)Nc2nn(-c3ccccc3)nc2C(N)=O)cc1
46	CC1(C)CC(=O)c2cc(OCC(=O)NCc3cccnc3)ccc2O1
47	CC(C)(C)c1ccc(/C=N/NC(=O)C2CCCC2)cc1
48	CN1CCN(C(=O)/C=C\c2ccc(Cl)cc2)CC1

assay / compound,43,44,45,46,47,48
GPR7 antag,-8,0,-3,-10,-32,1
PHOSPHO1 inh,-131,24,9,8,37,-6
MEKK2mut PB1 HTS,-7,nt,-7,6,-1,4
MEKK3 PB1 HTS,101,nt,85,113,101,108
OXTR agonist,-0.2,1.6,-1.6,-0.3,nt,0.0
NALP1 yeast inh,-35,10,2,5,-4,40
MEKK2wt PB1 HTS,91,nt,86,110,98,109
DNA FID counter,-9,-20,-3,-19,-36,10
M18AAP inhibitor,11,1,4,8,-2,-66

49	Cc1cc(C)cc(-n2ncc3c2CCCC3NC(=O)c2ccccc2N2CCOCC2)c1 (configuration not stated)
50	CC(C)OP(=O)(Nc1cccc2ccccc12)OC(C)C
51	COc1ccc(/C=N/NC(=O)c2ccn[nH]2)cc1Cn1cc([N+](=O)[O-])cn1
52	CCCn1nc2cc(C(=O)NCc3ccc(C)cc3)ccc2c1OCC
53	O=[N+]([O-])c1ccc(-n2cccn2)c(-c2nn[nH]n2)c1
54	CN(C)S(=O)(=O)c1cccc(-c2nn(-c3ccccc3)cc2/C=C(/C#N)C(=O)NCc2ccco2)c1

assay / compound,49,50,51,52,53,54
GPR7 antag,-10,-8,-4,-7,-8,-10
PHOSPHO1 inh,12,5,32,12,-5,6
MEKK2mut PB1 HTS,0,-2,25,0,0,13
MEKK3 PB1 HTS,103,90,115,96,122,106
OXTR agonist,-2.1,-1.7,-0.4,-2.7,1.1,0.4
NALP1 yeast inh,13,17,-17,7,31,31
MEKK2wt PB1 HTS,99,90,113,105,108,99
DNA FID counter,-60,-29,-7,-24,2,-2
M18AAP inhibitor,2,-13,4,3,3,-9

55	CCOC(=O)Nc1sc2c(c1C#N)CCC(C)C2 (configuration not stated)
56	O=C(NNC(=O)C1CC=CCC1C(=O)O)c1ccc(Cl)cc1 (configuration not stated)
57	Cc1ccc(C)c(OCc2cc(C(=O)NC3CCN(Cc4ccccc4)CC3)no2)c1
58	O=C(NCc1ccc2c(c1)OCO2)C1CC(=O)N(C2CCCCCCC2)C1 (configuration not stated)
59	CC(C)(C)NC(=O)CN(C(=O)c1ccc(Cl)nc1)c1cccc2ccccc12
60	CC(=O)c1ccc(OCC(C)C)c(CN2CCCCC2)c1

assay / compound,55,56,57,58,59,60
GPR7 antag,-12,0,8,7,-4,-17
PHOSPHO1 inh,-15,16,43,48,31,14
MEKK2mut PB1 HTS,-3,-4,11,7,-8,9
MEKK3 PB1 HTS,112,101,106,103,95,108
OXTR agonist,-1.4,-0.8,9.2,1.5,-0.7,8.4
NALP1 yeast inh,-6,5,19,6,2,-9
MEKK2wt PB1 HTS,101,101,135*,100,94,114
DNA FID counter,-15,-3,25,-27,-25,3
M18AAP inhibitor,-5,1,0,1,-2,-2

Compounds were not picked by outcome; 6.2% or so of the library scored in one or more.
